Screens as filed in PubChem BioAssay.
PhoP GFP inhibition: PhoP regulon inhibitors, Salmonella typhi PhoP promoter GFP reporter, confirmatory (AID 1850) | Salmonella Typhi PhoP-promoter GFP reporter, fluorescence, 4 h; higher % means a stronger effect | one-dose inhibition, % at 50 µM; IC50 in µM for titrated hits | 310,000 compounds, 0.33% hits; in the data active = a potency from the dose series; inconclusive = inhibition mostly from about 25% at the one dose, without a potency; inactive = the rest, 99 in 100 with inhibition below about 19%;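 note: 0% = induced wells with vehicle and 100% = uninduced wells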
H37Rv inhibition: M. tuberculosis growth inhibition, HTS (AID 449762); inhibition, % at 25 µM, or IC50 in µM where a hit was titrated; 330,000 compounds, 0.59% hits; M. tuberculosis H37Rv growth inhibition, 7H9 media; higher % means a stronger effect; in the data active = a potency from the dose series; inconclusive = inhibition above about 70% without an active follow-up result;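 note: bacterial growth assessed after seven days of incubation; strong numbers were not always called active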
tuberculosis growth: growth inhibition of non-replicating M. tuberculosis (AID 488890); Mycobacterium tuberculosis non-replicating, growth inhibition; higher % means a stronger effect; inhibition, % at 25 µM, or IC50 in µM where a hit was titrated; 320,000 compounds, 0.39% hits; in the data active = a potency from the dose series; inconclusive = inhibition mostly from about 82% at the one dose, without a potency; inactive = the rest, 99 in 100 with inhibition below about 76%;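 note: plate controls were DMSO cells for no effect and high antibiotic wells for full effect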
VEEV TC-83 Vero: inhibitors of VEEV TC-83 cytopathic effect, confirmation, Vero cells (AID 588727). 350,000 compounds, 0.13% hits. inhibition, % at 20 µM, or IC50 in µM where a hit was titrated. Vero cells, VEEV TC-83 cytopathic effect inhibition; higher % means a stronger effect; in the data active = a potency from the dose series; inconclusive = inhibition mostly from about 14% at the one dose, without a potency; inactive = the rest, 99 in 100 with inhibition below about 12%; note: strong numbers were not always called active
influenza NS1A: NS1A inhibition, H1N1 influenza, cell based functional assay (AID 504329); 340,000 compounds, 0.3% hits; inhibition, % at 12.5 µM; hits with a dose series show IC50 in µM; NS1A functional cell-based assay, percent inhibition; higher % means a stronger effect; in the data active = a potency from the dose series; inconclusive = inhibition above about 27% without an active follow-up result; note: strong numbers were not always called active
* hit, by the source's call; i = inactive; ? = inconclusive; · = not tested or not shown; & = joins results of further samples.

SMILES	PhoP GFP inhibition	H37Rv inhibition	tuberculosis growth	VEEV TC-83 Vero	influenza NS1A
CCOC(=O)c1ccc[n+](CC(=O)c2ccccc2)c1	1%	-8%	-10%	0.5%	-2%
COc1cccc(CNC(=O)c2ccc3nc[nH]c3c2)c1	-4%	6%	-2%	i	7%
CC1Sc2ccc(S(=O)(=O)CCC(=O)NCc3ccccc3Cl)cc2NC1=O (stereo unspecified)	2%	-6%	8%	1.6%	-8%
CCOC(=O)CSc1nnc(CNc2ccccc2Cl)n1-c1ccccc1	-9%	-3%	?	4.4%	1%
S=c1[nH]nc(-c2cc(-c3ccco3)[nH]n2)n1-c1cccc2ccccc12	-9%	-5%	-16%	8.7%	13%
CCOC(=O)C1CCN(c2ncnc3c2nnn3Cc2ccccc2Cl)CC1	7%	-2%	34%	1.5%	0%
CSc1ccc(/C=N/NC(=O)c2ccc(C)c(C)c2)cc1	-3%	2%	28%	2.4%	-5%
CCOC(=O)C1CCCN(S(=O)(=O)c2ccc(-c3cc(C)no3)s2)C1 (stereo unspecified)	-2%	4%	28%	1.2%	0%
CCn1c(SCC(=O)Nc2cccnc2Cl)nnc1-c1ccccc1	-1%	-6%	7%	i	-4%
CSCC[C@@H](Nc1nc(-c2ccccc2)nc2c1oc1ccccc12)C(=O)O	-4%	1%	-8%	1.6%	-2%
CN(CC(=O)Nc1cccc(F)c1)C(=O)c1ccc(C(=O)c2ccccc2)cc1	·	·	·	6.9%	-8%
OC(COc1ccc(Br)cc1)CN1CCOCC1 (stereo unspecified)	-1%	-7%	-12%	0.1%	-2%
CCOc1cccc(C(=O)NC(=S)Nc2cccnc2)c1	-13%	5%	15%	9.1%	-3%
Cc1cc(C)nc(SCC(=O)Nc2ncccn2)n1	6%	-3%	-16%	·	·
CCOC(=O)CC(=O)c1sc2c(c1N)c(=O)[nH]c(=O)n2-c1ccc(OC)cc1	-1%	10%	-2%	0.1%	-5%

The last 4 records of the section above are carried over, then new ones follow:
SMILES	PhoP GFP inhibition	H37Rv inhibition	tuberculosis growth	VEEV TC-83 Vero	influenza NS1A
OC(COc1ccc(Br)cc1)CN1CCOCC1 (stereo unspecified)	-1%	-7%	-12%	0.1%	-2%
CCOc1cccc(C(=O)NC(=S)Nc2cccnc2)c1	-13%	5%	15%	9.1%	-3%
Cc1cc(C)nc(SCC(=O)Nc2ncccn2)n1	6%	-3%	-16%	·	·
CCOC(=O)CC(=O)c1sc2c(c1N)c(=O)[nH]c(=O)n2-c1ccc(OC)cc1	-1%	10%	-2%	0.1%	-5%
CCOC(=O)C1=C(C)NC(C)=C(C(=O)OCC)C1C(=O)OCC(=O)N1c2ccccc2CC1C (stereo unspecified)	-1%	3%	9%	4.0%&0.5%	-15%&3%
C[C@H](NC(=O)c1ccco1)C(=O)Nc1nc(-c2ccccn2)cs1	·	·	·	0.8%	22%
CCOC(=O)C1=C(CS(=O)(=O)c2ccccc2)NC(=O)NC1c1cc(OC)c(O)c(OC)c1 (stereo unspecified)	9%	-5%	-8%	0.1%	1%
COc1ccccc1OCC(=O)N(Cc1nc(-c2ccccc2)no1)C(C)C	4%	4%	4%	i	5%
Cc1cccc(NC(=S)N(CCCN2CCOCC2)C(C)c2cc3ccccc3o2)c1 (stereo unspecified)	9%	-4%	12%	2.0%	-9%
O=C(CNS(=O)(=O)c1ccc(F)c(Cl)c1)N1CCCCCC1	-4%	-9%	-4%	i	-3%
COc1ccc(CCNC(=O)CC(c2ccccc2)c2cccc(C)c2O)cc1OC (stereo unspecified)	6%	1%	9%	9.3%	4%
COCCNC(=O)/C(C#N)=C/c1c(F)cccc1Cl	1%	10%	-8%	3.8%	-10%
Cc1ccc(NC(=O)C2(c3cccs3)CCOCC2)cc1C	-5%	-7%	7%	i	13%
O=C(COC(=O)CCN=C1NS(=O)(=O)c2ccccc21)NNC(=O)c1ccc(Cl)cc1	·	-12%	-2%	i	-15%
CC1CN(C(=O)/C=C/c2ccccc2[N+](=O)[O-])CC(C)O1 (stereo unspecified)	-6%	-5%	-28%	0.7%	10%
CC(C)[C@H](NC(=O)c1ccccc1Cl)C(=O)OCc1cc([N+](=O)[O-])cc2c1OCOC2	-4%	7%	0%	1.4%	0%
O=c1cc(NCc2ccccc2)[nH]c(=O)[nH]1	-2%	0%	11%	0.6%	-17%
O=C(Nc1ccccc1F)c1ccc(COc2ccc(Cl)cc2Cl)o1	0%	5%	3%	2.8%	1%
CSc1nc(N)c(C(=O)NC2CCCCC2)s1	6%	-9%	20%	i	7%
COc1cccc(NC(=O)C2C3C=CC4(O3)C2C(=O)N(C(C)C)C4C(=O)NC2CCCCC2C)c1 (stereo unspecified)	-1%	2%	-6%	i	-2%
COC(=O)c1ccc(CSCc2ccc(C(=O)OC)o2)o1	-16%	5%	61%	0.1%	4%
O=C1CN(C(=O)NCC(=O)N[C@@H](Cc2ccccc2)C(=O)O)c2ccccc2N1	-6%	5%	3%	0.6%	5%
c1ccc(C(c2c[nH]c3ccccc23)c2c[nH]c3ccccc23)nc1	17%	-2%	16%	6.1%	-3%
Brc1ccc(-n2cccc2/C=N/n2cnnc2)cc1	0%	1%	-3%	1.5%	-12%
Cc1csc(=O)n1CCC(=O)OCC(=O)Nc1cc(Cl)ccc1[N+](=O)[O-]	-12%	-5%	-1%	1.7%	17%
Cc1cc(=O)oc2cc(OC(C)C(=O)NCCCN3CCCC3=O)c(Cl)cc12 (stereo unspecified)	0%	-3%	0%	0.5%	6%
COc1ccc(C2C(C#N)=C(SCC(=O)Nc3ccc(C)cc3)NC3=C2C(=O)CC(C)(C)C3)cc1 (stereo unspecified)	5%	36%	23%	5.5%	-5%
NS(=O)(=O)c1ccc(CCNC(=O)CNS(=O)(=O)c2cccc(Br)c2)cc1	-3%	-5%	33%	0.4%	-1%
O=C(NCC(=O)N1CCN(c2ccccn2)CC1)c1ccc(Br)o1	-10%	-6%	-3%	1.3%	-4%
O=c1[nH]n(Cc2ccccc2)c2ccccc12	-5%	3%	14%	1.4%	1%
O=C(COc1ccc2c(c1)oc(=O)c1ccccc12)NCCCN1CCOCC1	14%	1%	6%	2.2%	8%
COc1cccc(CN2CC=C(c3ccc(F)cc3)CC2)c1	-7%	1%	5%	0.7%	18%
COc1ccc2cc(C(=O)NCCCN3CCCC3=O)[nH]c2c1	-8%	-12%	-7%	1.7%	14%
Cc1ccc(NS(=O)(=O)c2cc(NC(=O)c3ccc4c(c3)NC(=O)CS4)ccc2Cl)c(C)c1	-1%	?	72%	4.3%	-10%
Cc1ccc(S(=O)(=O)c2c(C)nn(-c3ccccc3)c2OC(=O)c2ccco2)cc1	11%	10%	30%	2.0%	2%
O=S(=O)(N/N=C\c1ccc2c(c1)OCO2)c1ccc(Cl)cc1	-3%	-6%	36%	2.2%	6%
CC(=O)c1ccc(S(=O)(=O)N2CCN(C(=O)c3ccc(-n4nc(C)c(Cl)c4C)cc3)CC2)cc1	·	-7%	13%	2.2%	12%
Cc1nn(-c2ccccc2)c2sc(C(=O)NNC(=O)COc3cccc4ccccc34)cc12	-5%	-16%	9%	0.5%	-14%
COc1ccc(CN(C)C(=O)CCN2C(=O)c3ccccc3C2=O)c(OC)c1OC	3%	-4%	-3%	0.6%	4%
COC(=O)[C@H](CO)NS(=O)(=O)c1ccc(C)cc1	·	·	·	1.3%	-11%
CC1CCN(S(=O)(=O)c2ccc(C(=O)Nc3nnc(-c4ccccn4)o3)cc2)CC1	2%	-2%	13%	1.8%	-6%
COc1cc(NC(=O)CSc2nccc(=O)[nH]2)c(C)cc1[N+](=O)[O-]	-3%	-1%	-5%	0.8%	-7%
COC(CNC(=O)c1ccc2c(=O)n(Cc3ccc(Cl)cc3)c(=S)[nH]c2c1)OC	9%	-3%	-5%	0.8%	-7%
COc1ccc2c(c1)C1=C(CC2)C(c2ccc(C)cc2)NC(=S)N1 (stereo unspecified)	-16%	-1%	14%	4.8%	8%
COc1cc(C2C(C#N)=C(N)N(c3cccnc3)C3=C2C(=O)CCC3)ccc1O (stereo unspecified)	-2%	3%	6%	i	-1%
O=C(O)/C=C/C(=O)Nc1ccc2nccnc2c1	-4%	-4%	-14%	1.9%	-1%
Cc1nn(CCCC(=O)NC(C)c2ccccc2)c(=O)c2nn(-c3ccccc3)c(C)c12 (stereo unspecified)	0%	3%	15%	2.3%	-2%
O=C(Nc1ccccc1)Nc1nc(-c2ccc(F)c(F)c2)cs1	-2%	6%	0%	2.9%	2%
COc1ccc(NC(=O)c2ccc(Cl)nc2)cc1S(=O)(=O)N1CCCCC1	-10%	4%	-20%	0.8%	-10%

A draw from above in order of molecular weight, falling.
SMILES	PhoP GFP inhibition	H37Rv inhibition	tuberculosis growth	VEEV TC-83 Vero	influenza NS1A
COc1ccc(NC(=O)c2ccc(Cl)nc2)cc1S(=O)(=O)N1CCCCC1	-10%	4%	-20%	0.8%	-10%
COc1cc(C2C(C#N)=C(N)N(c3cccnc3)C3=C2C(=O)CCC3)ccc1O (stereo unspecified)	-2%	3%	6%	i	-1%
O=C(Nc1ccccc1)Nc1nc(-c2ccc(F)c(F)c2)cs1	-2%	6%	0%	2.9%	2%

(further entries)
SMILES	PhoP GFP inhibition	H37Rv inhibition	tuberculosis growth	VEEV TC-83 Vero	influenza NS1A
CC(C)c1ccc(NC(=O)COC(=O)C2=COCCO2)cc1	0%	?	20%	0.2%	-17%
COC(=O)c1oc(-c2ccccc2)nc1C	-5%	-3%	-2%	0.7%	-1%
COc1cccc(NC(=O)c2ccccc2N2C(=O)C3C4C=CC(C5CC45)C3C2=O)c1 (stereo unspecified)	-18%	-2%	13%	9.8%	0%
Cc1cc(C)c(S(=O)(=O)N2CCCC2)c(C)c1	-5%	-2%	-1%	i	-5%
O=C(c1ccccc1)[C@@H]1[C@@H](C(=O)c2ccc(F)cc2)[C@@]2(C(=O)Nc3ccccc32)[C@H]2c3ccccc3C=CN12	5%	50%	69%	3.1%	2%
CCOC(=O)c1cccc(NC(=O)CCS(=O)(=O)c2ccc(Br)s2)c1	-4%	5%	-10%	1.0%	-1%
COc1ccc(CNC(=O)Cn2nc([N+](=O)[O-])c(Br)c2C)cc1OC	-6%	-10%	-9%	0.2%	23%
COc1ccc(-n2nc(C(=O)NCC(=O)Nc3cc(OC)c(OC)c(OC)c3)c3ccccc3c2=O)cc1	1%	2%	11%	8.5%	5%
O=S(=O)(c1ccc(S(=O)(=O)N2CCC(O)CC2)cc1)N1CCCC1	2%	8%	-11%	2.6%	4%
Cc1cc(NC(=O)C2CCCC2)nc2c1c(=O)oc1ccccc12	11%	3%	24%	8.9%	-5%
COc1ccc(NC(=O)/C(C#N)=C/c2c(C)nn(-c3ccc(F)cc3)c2Cl)cc1OC	2%	-6%	·	5.2%	5%
CC(C)(C)c1ccc(-c2noc(CCC(N)=O)n2)cc1	-2%	?	?	i	0%
O=C(CSc1nc2ccccc2[nH]1)Nc1ccc2[nH]c(=O)[nH]c2c1	·	9%	3%	1.8%	-12%
COc1ccc(-c2nnn(CC(=O)N(CCO)C(C(=O)NC3CCCC3)c3ccncc3)n2)cc1 (stereo unspecified)	6%	-2%	-8%	0.7%	·
S=c1nc(C23CC4CC(CC(C4)C2)C3)nc2sccn12	8%	-5%	0%	·	·
CCOC(=O)CSc1ccc2nnc(-c3cccnc3)n2n1	-1%	-3%	·	1.8%	0%
Cc1cccc(N=N/C(=C\O)C(=O)c2ccc(Br)cc2)c1	-1%	?	?	9.3%	-10%

Reformatted as comma-separated lines: part of the list above
smiles,PhoP GFP inhibition,H37Rv inhibition,tuberculosis growth,VEEV TC-83 Vero,influenza NS1A
O=S(=O)(c1ccc(S(=O)(=O)N2CCC(O)CC2)cc1)N1CCCC1,2%,8%,-11%,2.6%,4%
Cc1cc(NC(=O)C2CCCC2)nc2c1c(=O)oc1ccccc12,11%,3%,24%,8.9%,-5%
COc1ccc(NC(=O)/C(C#N)=C/c2c(C)nn(-c3ccc(F)cc3)c2Cl)cc1OC,2%,-6%,·,5.2%,5%
CC(C)(C)c1ccc(-c2noc(CCC(N)=O)n2)cc1,-2%,?,?,i,0%
O=C(CSc1nc2ccccc2[nH]1)Nc1ccc2[nH]c(=O)[nH]c2c1,·,9%,3%,1.8%,-12%
COc1ccc(-c2nnn(CC(=O)N(CCO)C(C(=O)NC3CCCC3)c3ccncc3)n2)cc1 (stereo unspecified),6%,-2%,-8%,0.7%,·
S=c1nc(C23CC4CC(CC(C4)C2)C3)nc2sccn12,8%,-5%,0%,·,·
